TrxR1 inh: inhibitors of rat thioredoxin reductase 1. AID 588453. recombinant rTrxR1, NADPH fluorescence consumption, selenite substrate. Potency, µM (titrated, usually from 114 µM), for the others: top-dose activity change, negative = inhibition, usual class: inhibitors. hit rate 1% among 390,000; also: potency is read from the fitted curve at half-maximal effect; % is scaled to controls: 0 for no effect and ±100 for the full control effect; nearly all actives have a fitted effect of over 65% in size
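Rat TrxR1 (90 nM in the dispensed reagent) was pre-reduced with 400 uM NADPH for 5 min at room temperature, then incubated with compound for 15 min. After 400 uM selenite was added, NADPH fluorescence (Ex 340/Em 450 nm) was followed for 8 min.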
GLS inhibitor: glutaminase GLS (human) inhibition | AID 624170 | hit rate 0.21% among 410,000 | GLS enzymatic activity, qHTS titration | Potency, µM (highest dose often 45.5 µM), for the others: at the top dose activity change, negative = inhibition, actives largely listed as inhibitors; also: potency is read from the fitted curve at half-maximal effect; % is scaled to controls: 0 for no effect and ±100 for the full control effect
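Two-point fluorescence kinetic (t0, 30 min RT) for hKGA; glutamate detected via glutamate oxidase–HRP–Amplex Red. Substrate: 1 mM L-glutamine solution; buffer 45 mM KH2PO4, pH 8.2.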
Pin1 inhibitor: human Pin1 inhibition. AID 504891. Q13526. Pin1 FP peptide displacement, HiFluor488, 10 min. Potency, µM (titrated, usually from 115 µM), without a hit: top-dose activity, negative = inhibition, usual class: inhibitors. hit rate 0.009% among 390,000; active = well fitted inhibition curve with a large enough effect in the polarisation, with a control signal flat, not every such curve was filed as active; inconclusive = small, poorly fitted or top-dose-only effect, or effect the other way, or a change in a side signal; inactive = no such curve, though single readings can be large or run the other way; the % refers to the polarisation; also: potency is read from the fitted curve at half-maximal effect; % is scaled to controls: 0 for no effect and ±100 for the full control effect
Target sequence (Q13526 whole entry, looked up): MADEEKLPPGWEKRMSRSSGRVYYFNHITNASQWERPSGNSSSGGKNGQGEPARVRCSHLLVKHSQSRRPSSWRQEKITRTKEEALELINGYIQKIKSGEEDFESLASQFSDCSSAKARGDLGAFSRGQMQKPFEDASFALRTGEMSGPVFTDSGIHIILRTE
PI4K2A inh: PI4K2A (human) kinase inhibition; Q9BTU6; purified PI4K2A, ADP-Glo luminescence, 1 h; stronger effect = lower value; activity change, negative = inhibition, % at 76.9 µM; hit rate 0.13% among 420,000; AID 1346378; in the data active = activity change below about -50%; inconclusive = mostly about -30% to -49%;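 also: -100% = wells without enzyme as full effect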
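ADP-Glo luminescence measured ADP generated by PI4K2A enzyme (4 ug/mL before mixing) with 1.2 mM PI substrate (pre-mix) and 300 microM ATP (pre-mix). Tris pH7.5 buffer with MgCl2, Triton X-100; 1 h reaction at ambient temperature.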
HP1b binding inh: blocks HP1-beta chromodomain binding to methylated histone tails; P83916; AlphaScreen HP1-beta / biotin-H3K9me3 peptide binding; Potency, µM (highest dose often 114 µM), for the others: top-dose activity change, negative = inhibition, most hits filed as inhibitors; hit rate 0.56% among 390,000; AID 540317; also: potency is read from the fitted curve at half-maximal effect; nearly all actives have a fitted effect of over 70% in size; inactives centre near 23
Target sequence (P83916 whole entry, looked up): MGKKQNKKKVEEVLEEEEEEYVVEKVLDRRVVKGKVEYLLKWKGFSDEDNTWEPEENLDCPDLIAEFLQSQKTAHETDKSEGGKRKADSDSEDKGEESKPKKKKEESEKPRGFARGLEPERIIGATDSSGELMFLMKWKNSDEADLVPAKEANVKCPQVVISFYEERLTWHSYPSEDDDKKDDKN
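Compound inhibition of the preformed complex between 50 nM HP1-beta and 50 nM biotinylated H3K9me3 peptide was read by AlphaScreen. Buffer was PBS pH 7.4 with 0.01% Tween-20. Incubations ran 30 min at room temperature, with 10 ug/mL donor/acceptor beads.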
USP1 inh: USP1/UAF1 (human) deubiquitinase inhibition | O94782 | recombinant USP1/UAF1, Ub-Rhodamine cleavage fluorescence | Potency, µM (titrated, usually from 57.1 µM), for inactives: at the highest dose activity change, negative = inhibition, actives largely listed as inhibitors | AID 743255 | hit rate 0.23% among 390,000; also: potency is read from the fitted curve at half-maximal effect; % is scaled to controls: 0 for no effect and ±100 for the full control effect; nearly all actives have a fitted effect of over 60% in size; inactives centre near -12
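High-throughput fluorogenic screen: 1nM USP1/UAF1 complex, Ub-Rho substrate 150nM final, 50mM HEPES pH 7.8 with 0.5mM EDTA, 0.1 mg/ml BSA, 1mM TCEP and 0.01% Tween-20.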
TrxR1 substrate: is turned over as a substrate by rat TrxR1 | O89049 | purified TrxR1 substrate turnover, NADPH consumption readout | Potency, µM (doses to about 114 µM), for the others: at the top dose activity change, negative = substrate turnover | hit rate 0.01% among 390,000 | AID 588456; also: potency is read from the fitted curve at half-maximal effect; % is scaled to controls: 0 for no effect and ±100 for the full control effect; nearly all actives have a fitted effect of over 50% in size
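Rat TrxR1, dispensed at 90 nM, was prereduced with 400 uM NADPH (final) for 5 min at ~22 deg C, then incubated with compound 15 min before 400 uM selenite. A first-read NADPH fluorescence drop versus no-compound background flagged substrates.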
IDH1 R132H inh: blocks human mutant IDH1 R132H enzyme; O75874; IDH1-R132H enzyme, NADPH consumption, diaphorase/resazurin fluorescence; Potency, µM (titrated, usually from 76.6 µM), for the others: at the highest dose activity change, negative = inhibition, usual class: inhibitors; hit rate 0.093% among 390,000; AID 602179; also: potency is read from the fitted curve at half-maximal effect; % is scaled to controls: 0 for no effect and ±100 for the full control effect; nearly all actives have a fitted effect of over 65% in size
Target sequence (O75874 whole entry R132H, stated change not applied): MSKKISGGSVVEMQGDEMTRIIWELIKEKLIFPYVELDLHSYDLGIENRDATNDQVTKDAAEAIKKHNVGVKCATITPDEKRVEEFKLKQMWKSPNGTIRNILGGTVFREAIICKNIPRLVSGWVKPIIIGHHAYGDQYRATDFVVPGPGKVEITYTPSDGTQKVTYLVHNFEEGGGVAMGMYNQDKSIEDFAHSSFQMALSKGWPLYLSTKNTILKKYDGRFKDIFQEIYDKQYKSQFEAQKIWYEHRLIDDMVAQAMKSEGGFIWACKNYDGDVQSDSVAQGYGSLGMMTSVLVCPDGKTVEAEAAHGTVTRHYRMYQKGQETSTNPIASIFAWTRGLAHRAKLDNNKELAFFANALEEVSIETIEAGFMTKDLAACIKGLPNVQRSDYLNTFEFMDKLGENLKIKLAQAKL
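IDH1-R132H (0.5 ug/mL dispensed) in pH 7.5 Tris buffer was preincubated 30 min with compound, then given a substrate mix of 0.016 mM NADPH and 2 mM alpha-KG for 80 min at room temperature; remaining NADPH was read by diaphorase/resazurin fluorescence.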
Tb PGK inh: T. brucei PGK inhibition; P07378; PGK/GAPDH coupled, Kinase-Glo luminescence, 60 min; Potency, µM (series often up to 57.5 µM), for the others: top-dose activity change, negative = inhibition, most hits filed as inhibitors; hit rate 0.043% among 380,000; AID 602233; also: potency is read from the fitted curve at half-maximal effect; % is scaled to controls: 0 for no effect and ±100 for the full control effect; nearly all actives have a fitted effect of over 60% in size
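Recombinant glycosomal PGK reaction used 1,3-bisphosphoglycerate generated in-well by GAPDH (100nM final) in 100mM TEA pH 7.6, 5mM MgCl2, 0.01% Tween-20. After 60 minutes at room temperature, ATP was read by Kinase-Glo Plus luminescence end-point.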
* hit, by the source's call; i = inactive; u = inconclusive; x = not tested or not shown; & = joins results of further samples; [ ] = remark or other dose. Unless noted, calls follow the shape of the dose curve; as a rule, active = well fitted curve in the direction sought with a large enough effect; inconclusive = small, poorly fitted or top-dose-only effect, or another doubt; inactive = no such curve, though single readings can be large; an effect the other way counts as inactive or inconclusive.

SMILES	TrxR1 inh	GLS inhibitor	Pin1 inhibitor	PI4K2A inh	HP1b binding inh	USP1 inh	TrxR1 substrate	IDH1 R132H inh	Tb PGK inh
C=C(C)C1CC=C(C)/C(=N/NC(=O)c2ccc(NC(=O)c3cccc(C)c3)cc2)C1 (centres undefined)	-8%	-7%	0%	6	18%	-18%	-7%	-1%	-9%
CCOc1cccc(CNCc2ccncc2)c1	19%	0%	5%	-5	22%	-11%	8%	-1%	0%
O=C1CCCCC1Sc1nnc(Nc2ccccc2)s1 (centres undefined)	-1%	13%	1%	-8	25%	-26%	-4%	-5%	-8%
Nc1ncnc2c1ncn2[C@@H]1O[C@H](CNC(=O)[C@@H]2CCC(=O)N2)[C@@H](O)[C@H]1O	27%	0%	-1%	-12	32%	-23%	3%	-9%	4%
CC1CC(OCC(O)CN2CCN(Cc3ccccc3)CC2)CC(C)(C)C1 (centres undefined)	-4%	3%	-3%	-3	11%	1%	-5%	2%	8%
CCN(CC)c1ccc(S(=O)(=O)N2CCOCC2)cc1NC(=O)CN1C(=O)NC2(CCCC2)C1=O	1%	11%	-2%	-2	8%	5%	-7%	7%	-2%
COc1ccccc1C(=O)Nc1ccc(NC(=O)c2ccco2)c(C)c1	-1%[57.1 µM]	-4%	3%	-11	19%	-5%	14%[57.1 µM]	2%	-15%
c1coc(CNc2c3c(nc4ncnn24)CCCC3)c1	-26%	6%	-1%	-3	33%[activator]	-19%	3%	3%	0%
COc1cc(NC(=O)c2nnn(Cc3ccc(SC)cc3)c2N)cc(OC)c1	3%[57.1 µM]	0%	u	-3	61%[activator]	-15%	-5%[57.1 µM]	-10%	3%
COc1ccc(NC(=O)CCc2c(C)nc3c(c2C)c(=O)n(C)c(=O)n3C)c(OC)c1	14%	-2%	-3%	-5	28%	u	0%	-6%	-10%
Cc1cccc(NC(=S)/N=C(\N)Nc2nc(C)c3ccc(C)cc3n2)c1	-6%	14%	45%[activator]	-5	27%	1%	-7%	4%	-8%
O=C(O)CCc1ccc(NCc2cccc(Oc3ccccc3)c2)cc1	6%	19%	-8%	0	-12%	x	3%	x	-9%
O=C(Nc1cc(-c2ccccc2)[nH]n1)c1ccccc1	13%[57.1 µM]	3%	-3%	-3	17%	-8%	1%[57.1 µM]	7%	-6%
C#CC1(NC(=O)NS(=O)(=O)c2ccc(C)cc2)CCCCC1	-24%	3%	-1%	0	24%	0%	-13%	0%	4%
COc1ccc(C2c3ccc4ccccc4c3Oc3ncn(CCO)c(=N)c32)cc1OC (centres undefined)	21%[0.0914 µM]	-10%	17%	3	1%	-22%	9%[0.0914 µM]	8%	-4%
Cc1nn2c(-c3ccccn3)ccnc2c1Cl	12%	10%	-4%	2	42%[activator]	-26%	3%	4%	-6%
Cc1cccc(C)c1NC(=O)CN(c1ccccn1)S(=O)(=O)c1ccccc1	1%	5%	-2%	-2	37%	-15%	26%	14%	1%
Cc1cc(C(=O)COC(=O)CCCN2C(=O)c3ccccc3C2=O)c(C)n1C	19%[57.1 µM]	0%	-4%	-1	-10%	-14%	19%[57.1 µM]	8%	-1%
Cc1nc2ccccc2n1S(=O)(=O)c1ccc(F)cc1	19%	-2%	-4%	-4	24%[57 µM]	-19%	6%	4%	-10%
O=C(COC(=O)Cc1ccc(S(=O)(=O)N2CCOCC2)s1)Nc1ccc2c(c1)OCO2	6%	3%	11%	1	37%	-16%	3%	-1%	5%
Cc1csc(NC(=O)/C=C/c2ccc3c(c2)OCO3)n1	-12%	0%	8%	-6	63%[activator]	-5%	-2%	4%	-4%
S=C(NCc1ccco1)N1CCN(c2ccc(Cl)cc2)CC1	4%	13%	u	-2	28%	-15%	-6%	-10%	-2%
O=C(Nc1ccc(Cl)cc1)OCCn1nnnc1C(c1ccccc1)N1CCOCC1 (centres undefined)	24%	6%	-15%	-3	47%[activator]	-2%	1%	2%	-5%
C=CCOC(=O)C1=C[C@@H](c2ccc3c(c2)OCO3)C[C@@H](OCc2ccc(CO)cc2)O1	2%	5%	-1%	-6	13%	-10%	-2%	-2%	-5%
CCN(CC)c1ccc(C(=O)OCC(=O)Nc2sccc2C#N)cc1	-10%	9%	36%[activator]	-2	10%	-17%	-9%	1%	-11%
COc1cccc(CN(C)C(=O)c2cccnc2SC)c1OC	20%	0%	1%	-2	31%	0%	-5%	1%	2%
COc1cc2c(cc1OC)C[N+](C)(C)CC2	1%	2%	-3%	-6	9%	-9%	-2%	-11%	-2%
COc1cc(OC)cc(C(=O)NNC(=O)CNC(=O)c2ccc(Br)o2)c1	-11%	13%	3%	1	18%	-9%	-10%	2%	i
CCCn1nnnc1SCC(=O)N1CCCc2ccccc21	6%[57.1 µM]	2%	-3%	5	34%	-15%	10%[57.1 µM]	11%	-3%
Cc1ccc(OCCC(=O)OCC(=O)NCCNC(=O)COC(=O)CCOc2ccc(C)cc2)cc1	x	7%	x	-3	x	1%	x	2%	i
COc1cc(/C=C2\SC(=O)N(CCNC(=O)c3cnc(C)cn3)C2=O)cc(OC)c1OC	-31%	u	1%	2	19%	-7%	-18%	-1%	-12%
CCCC(=O)NC(=S)Nc1cccc(NC(=O)c2ccccc2Cl)c1	-35%	5%	u	0	31%	-16%	1%	-3%	3%
CCOC(=O)c1cccc(NC(=O)CN2C(=O)c3ccccc3Sc3ncccc32)c1	6%	-6%	9%	2	31%	-21%	2%	11%	-2%
CCN(Cc1ccccc1)C1CCN(Cc2ccc(SC)cc2)CC1	25%[57.1 µM]	-11%	-2%	-1	u	-19%	0%[57.1 µM]	-4%	-4%
CC(C)COC(=O)N(C)C[C@@H]1OCc2cnnn2CCCC(=O)N([C@H](C)CO)C[C@@H]1C	x	-1%	x	-5	x	-26%	x	-8%	-4%
CN(C)/C=C/C(=O)c1ccc(Br)cc1	1%	2%	7%	-3	20%	-11%	-11%	10%	-5%

3 structures already listed, sorted by number of heavy atoms, low to high.
SMILES	TrxR1 inh	GLS inhibitor	Pin1 inhibitor	PI4K2A inh	HP1b binding inh	USP1 inh	TrxR1 substrate	IDH1 R132H inh	Tb PGK inh
COc1cc2c(cc1OC)C[N+](C)(C)CC2	1%	2%	-3%	-6	9%	-9%	-2%	-11%	-2%
CCN(Cc1ccccc1)C1CCN(Cc2ccc(SC)cc2)CC1	25%[57.1 µM]	-11%	-2%	-1	u	-19%	0%[57.1 µM]	-4%	-4%
CCOC(=O)c1cccc(NC(=O)CN2C(=O)c3ccccc3Sc3ncccc32)c1	6%	-6%	9%	2	31%	-21%	2%	11%	-2%

(continued)
SMILES	TrxR1 inh	GLS inhibitor	Pin1 inhibitor	PI4K2A inh	HP1b binding inh	USP1 inh	TrxR1 substrate	IDH1 R132H inh	Tb PGK inh
CN(C)S(=O)(=O)c1ccc(NC(=O)CN2CCc3ccccc32)cc1	-13%	-1%	36%[activator]	9	29%	-7%	-6%	0%	-7%
COc1cc(NC(=S)Nc2ccccn2)cc(OC)c1	-7%	14%	2%	-1	16%	-22%	-1%	-1%	-10%
COc1ccc(CNC(=O)c2cc(-c3ccccc3O)n[nH]2)cc1	5%	3%	-1%	2	1%	-18%	-2%	-7%	-2%
COc1ccc(C)cc1NC(=O)Cn1nc(N2CCN(c3ccccc3OC)CC2)ccc1=O	-8%[57.1 µM]	20%	-10%	0	1%	-21%	-8%[57.1 µM]	13%	-6%
COc1cc(CN(C(=O)c2cccc(C)c2)c2ccccn2)cc(OC)c1OC	25%	4%	-10%	-4	60%[activator]	-25%	1%	-5%	-2%
Cc1ccc(-c2ccc(CCC(=O)O)n2Cc2ccco2)cc1	u	10%	-10%	-1	-6%	-1%	21%	-7%	3%
O=C(CCN1CCOCC1)Nc1cccc(Br)c1	9%	0%	-8%	-3	32%	-6%	4%	1%	5%
O=S(=O)(/N=C(\c1ccccc1)N1CCOCC1)c1cccs1	4%[57.1 µM]	-1%	-10%	-3	49%[activator]	-20%	7%[57.1 µM]	-3%	1%
CC1CN(c2nc3ccccc3nc2SCC(=O)Nc2cccc(C(F)(F)F)c2)CC(C)O1 (centres undefined)	6%	7%	4%	-3	86%[activator]	-11%	1%	-13%	-1%
Cc1cc(OCc2nc(N)nc(N)c2-c2ccc(Cl)c(Cl)c2)ccc1[N+](=O)[O-]	-3%	6%	u	0	-2%	1%	-11%	1%	-2%
OCCO	8%	2%	-2%	3	11%	-15%	7%	-3%	i
Cc1ccc(C2c3sc(=O)[nH]c3SC3C4CC(C5C(=O)N(C(C)C(=O)O)C(=O)C45)C23)cc1 (centres undefined)	2%	45%[activator]	-2%	-13	u	2%	-3%	3%	-5%
COc1ccc(NC(=O)CNS(=O)(=O)c2cccs2)c(OC)c1	21%[57.1 µM]	5%&-6%	3%&-12%	3&2	13%&6%	13%&-22%	2%&3%[57.1 µM]	31%&6%	9%&-10%
CC(=O)Oc1ccc(OC(C)=O)c2c1CC1(C)OC1(C)C2 (centres undefined)	x	-3%	x	1	x	-35%	x	10%	-9%
COc1cc(/C=C(\C#N)C(=O)Nc2cccc(C(=O)O)c2)ccc1OCc1ccc(Cl)cc1	3%	u	x	-3	2%	-10%	-6%	0%	u
Cc1cccc(CN2C(=O)c3ccccc3Sc3ccc(C(=O)O)cc32)c1	0%	20%	-2%	3	24%	-7%	-8%	0%	i

High-throughput results: PubChem BioAssay, National Center for Advancing Translational Sciences (NCATS)

This is a subset, so the mix of outcomes need not match the whole.
